# SIAE primary: human SIAE inhibition, primary screen; SIAE FP-Rh probe binding, fluorescence polarization; inhibition, % at 9.66 µM; 370,000 compounds, 0.69% hits;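 active = inhibition above a cutoff: mean of compounds within the control limits plus 3 SD of those, cut at about 17% in these data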;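 also: 0% = plate median of compound wells and 100% = probe without SIAE protein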
# ABHD4 inh: inhibitors of mouse ABHD4 | inhibition, % at 8.92 µM | Q8VD66 | 370,000 compounds, 0.54% hits | purified mABHD4, FP-Rh probe fluorescence polarization;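 active = inhibition exceeding the mean over every tested compound plus 3 SD, cut at about 30% in these data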;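 also: 0% = plate median of compound wells and 100% = S159A mutant with DMSO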
# Target sequence (Q8VD66 whole entry, looked up): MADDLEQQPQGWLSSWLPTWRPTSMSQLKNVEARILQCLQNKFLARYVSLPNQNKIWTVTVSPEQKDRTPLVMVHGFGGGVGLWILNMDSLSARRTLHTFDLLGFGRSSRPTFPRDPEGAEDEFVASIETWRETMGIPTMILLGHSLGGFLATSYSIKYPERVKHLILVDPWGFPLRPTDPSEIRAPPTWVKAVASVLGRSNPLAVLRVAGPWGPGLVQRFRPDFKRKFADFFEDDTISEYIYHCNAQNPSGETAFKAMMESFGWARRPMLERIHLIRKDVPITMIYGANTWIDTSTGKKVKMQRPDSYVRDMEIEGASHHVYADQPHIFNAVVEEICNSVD
#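 Assay system: mouse ABHD4 enzyme, wild type / Also added: fluorescent activity-based probe FP-Rh / Doses: single nominal dose of 8.92 µM, 0.89% DMSO final / Timing: 45 min compound pre-incubation plus 60 min probe step, 25 °C / Signal: FP readout, ex 525 nm / em 598 nm / Control set: S159A mutant/DMSO as 100%, compound-well median as 0%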
# TDP2 inh: TDP2 (human) inhibition, absorbance primary screen | recombinant TDP2, T5PNP hydrolysis, p-nitrophenol absorbance 415 nm | inhibition, % at 12.8 µM | O95551 | AID 720702 | 370,000 compounds, 0.34% hits;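 active = inhibition above the mean of all tested compounds plus 3 SD, set per campaign, cut at about 25% in these data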;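 also: 0% = DMSO with enzyme and 100% = buffer with substrate but no TDP2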
# Target sequence (O95551 whole entry, looked up): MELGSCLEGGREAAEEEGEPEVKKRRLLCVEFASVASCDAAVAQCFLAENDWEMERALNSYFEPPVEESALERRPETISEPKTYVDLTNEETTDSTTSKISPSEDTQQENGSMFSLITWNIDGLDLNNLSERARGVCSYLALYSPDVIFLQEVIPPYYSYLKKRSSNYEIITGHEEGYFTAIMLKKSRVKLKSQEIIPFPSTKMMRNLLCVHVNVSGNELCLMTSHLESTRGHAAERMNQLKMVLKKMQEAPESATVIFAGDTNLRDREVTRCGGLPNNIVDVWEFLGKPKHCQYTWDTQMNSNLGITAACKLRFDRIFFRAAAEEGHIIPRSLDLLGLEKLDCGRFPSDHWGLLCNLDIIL
#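 Incubation: 2 h at 37 °C; Test system: recombinant human TDP2; Quantity: enzyme 120 nM; Read-out basis: percent inhibition; Medium: 50 mM Tris-HCl pH 7.5 with Mg2+, KCl, DTT, BSA; Repeats: single replicate; Compound: 12.8 µM single point, 1% DMSO; Signal: epi absorbance; Reagent: 5 mM T5PNP chromogenic substrate; Benchmarks: no-enzyme high, DMSO-plus-enzyme low.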
# HTRA1 inhibitor: HTRA1 (human) protease inhibition. 340,000 compounds, 0.5% hits. recombinant HTRA1, FP-rhodamine activity-based probe, fluorescence polarization. Q92743. inhibition, % at 5.96 µM; in the data active = inhibition above about 36%;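 also: 0% = enzyme with DMSO and 100% = wells lacking enzyme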
# PG9 binder: small molecules binding HIV-1 gp120 antibody PG9 | TR-FRET gp120-PG9 antibody binding | inhibition, % at 6.7 µM | 360,000 compounds, 0.43% hits; in the data active = inhibition above about 8.5%
# PRMT1 FP inh: PRMT1 (human) inhibition, primary screen; AID 652257; recombinant PRMT1, activity-based probe fluorescence polarization; Q99873; inhibition, % at 2.79 µM; 370,000 compounds, 1.3% hits;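 active = inhibition above about 21% made by adding two undisclosed values, limit read from the data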
# UHRF1 MBD2 ctr: UHRF1 methyl-DNA binding inhibition | AID 687016 | 370,000 compounds, 0.75% hits | inhibition, % at 4.4 µM | Q96T88 | UHRF1 binding to methylated oligo, TR-FRET; in the data active = inhibition above about 21%;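 also: UHRF1 SRA domain binding a hemimethylated CpG hairpin DNA probe; 0% = median of test compound wells and 100% = reference inhibitor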
# TCR CD3 inh: inhibitors of human TCR-CD3 interaction; 360,000 compounds, 0.37% hits; AID 651800; TAMRA-labeled TCR probe fluorescence, biochemical; inhibition, % at 9.4 µM; in the data active = inhibition above about 19%;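 also: recombinant mutant TCR 2C K166C tagged with TAMRA read by polarization; 0% = receptor in buffer alone and 100% = receptor with positive control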
# DDE Tn7 FP inh: inhibitors of Tn7 peptide binding to human fibrin DD(E) | P02675 | FP displacement of FITC-Tn7 peptide from fibrin DD(E); 0% = median of compound wells per plate | inhibition, % at 8.3 µM | 370,000 compounds, 0.13% hits | AID 720508;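 active = inhibition above the mean of compounds falling within the control limits plus 3 SD of them, cut at about 14% in these data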;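 also: 0% = plate median of compound wells and 100% = 10 µM Aha-Tn7 peptide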
#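 Assay system: Human fibrin DD(E) protein | Medium: Tris buffer with calcium and detergent, pH 7.8 | Reagent: 0.1 µM fluorescent Tn7 | Compound dosing: Single point at 8.3 µM | Times: 10 min preincubation, 3 h with tracer, room temperature | Detection: Fluorescence polarization of the labelled Tn7 tracer | Controls: Aha-Tn7 high control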
# LEDGF integ inh: blocks HIV-1 LEDGF/p75-dependent DNA integration | TR-FRET IN-LEDGF/p75 DNA integration, Eu/Cy5 | inhibition, % at 3.7 µM | 370,000 compounds, 0.64% hits;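 active = inhibition above the screen-wide mean plus 3 SD, cut at about 13% in these data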;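 also: signal is the Cy5 over europium emission ratio at 671 and 618 nm; 0% = plate median of compound wells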
# Numbers without * were called inactive; . = not tested or not shown.
no.	SIAE primary	ABHD4 inh	TDP2 inh	HTRA1 inhibitor	PG9 binder	PRMT1 FP inh	UHRF1 MBD2 ctr	TCR CD3 inh	DDE Tn7 FP inh	LEDGF integ inh	smiles
1	0.7	1.6	-10.0	6.9	1.0	-5.3	4.3	-6.6	-5.7	2.0	CC(C)C[C@H]1CNC(=O)C(=O)N1CC1CCN(CC2CCC(C(C)(C)C)CC2)CC1 (some centres undefined)
2	-1.3	4.3	-2.8	-3.2	-4.0	-1.8	-1.6	6.8	0.2	-6.0	COc1cc(/C=N/c2oc(-c3ccccc3)cc2C#N)ccc1O
3	10.8	7.7	7.7	.	0.6	2.0	-1.8	3.4	-3.1	0.2	Cc1ccc(OCCNC(=O)[C@H]2O[C@@H](n3cnc4c(N)ncnc43)[C@H](O)[C@@H]2O)cc1C
4	-51.0	-16.9	-7.2	-9.9	-2.6	0.4	-4.6	0.2	12.0	0.9	CCOc1cc(/C=C2/SC(=O)N(CC(=O)N3CCc4ccccc4C3)C2=O)ccc1OCC(=O)O
5	10.0	12.2	5.3	-5.2	1.3	-2.7	-1.5	-6.7	-1.2	4.9	O=C(COC(=O)/C=C/C(=O)OCC(=O)NC12CC3CC(CC(C3)C1)C2)NC12CC3CC(CC(C3)C1)C2
6	-4.3	-3.8	-11.0	0.5	-2.6	-5.2	1.4	-3.1	-6.8	-0.5	COc1ccc(C(=O)C2CCCN(C(=O)c3cccnc3OC)C2)cc1F (centres undefined)
7	8.4	2.7	-6.3	2.8	2.8	2.3	-1.3	-8.9	2.4	-3.8	COc1ccccc1C(C)NC(=O)c1ccc(S(=O)(=O)NCc2ccco2)cc1 (centres undefined)
8	-3.5	4.4	-1.1	-11.9	-1.1	1.4	1.9	4.2	5.8	-2.1	CCOC(=O)COc1ccc(C2CC(C)=NN2c2ccccc2)cc1 (centres undefined)
9	-1.9	-4.1	-3.7	-13.1	-7.3	-1.8	-1.2	8.2	2.9	-3.9	CCn1c(=O)cc(SCC(=O)Nc2ccc3c(c2)OCCO3)c2ccccc21
10	1.3	-8.2	-11.1	-6.4	-0.3	-2.9	-4.0	1.0	7.7	0.0	CCCN(Cc1ccccc1)C(=S)Nc1ccc(OCC)cc1

# Remaining list, next part
no.	SIAE primary	ABHD4 inh	TDP2 inh	HTRA1 inhibitor	PG9 binder	PRMT1 FP inh	UHRF1 MBD2 ctr	TCR CD3 inh	DDE Tn7 FP inh	LEDGF integ inh	smiles
11	-1.8	1.0	7.2	0.2	-1.9	-0.9	1.2	-4.7	0.0	-3.8	O=C(NCCCN1CCOCC1)c1cnccn1
12	6.7	8.2	-1.7	3.5	-0.2	17.2	-4.5	-5.1	10.5	2.1	Cn1c(NC(=O)/C=C/c2ccco2)cc(=O)n(C)c1=O
13	-0.1	1.1	3.4	.	0.6	-2.4	-2.6	12.2	-10.3	1.4	CCOC1=C2[C@H](c3ccc(Cl)cc3)N(S(=O)(=O)c3ccc(C)cc3)C[C@H]2n2c(=O)n(-c3ccccc3)c(=O)n2C1
14	-4.1	-1.7	-0.9	7.6	-2.1	-1.2	-1.1	-1.9	-1.6	3.1	COc1ccc(CCNC(=O)C(=O)c2cn(CC(=O)N3CCOCC3)c3ccccc23)cc1OC
15	1.2	2.0	0.7	2.0	1.6	-1.5	-1.3	4.6	-2.2	-1.4	CCCn1c(N)c(N2CCCCC2)c(=O)n(CC(=O)Nc2ccccc2C)c1=O
16	3.0	-2.9	6.4	0.6	0.2	-1.4	0.6	2.6	-1.7	-0.3	Nc1cc(=O)nc(SCC(=O)N2CCN(c3ccccc3)CC2)n1-c1ccccc1
17	-6.2	-3.2	-0.1	-6.3	-0.5	-0.6	4.3	-5.3	2.8	-5.2	COc1cc(C(=O)OCC(=O)Nc2ccc(S(=O)(=O)N3CCCC3)cc2)cc(OC)c1OC
18	-6.8	0.3	-3.6	-4.0	-0.4	3.2	-1.8	8.1	1.4	2.2	O=C(COc1ccccc1Cl)NCCC1=CCCCC1
19	-0.9	-5.7	4.5	.	0.8	4.4	2.9	-7.9	-1.7	4.3	CCCCNC(=O)C1(C)CCN1C(=O)c1ccc(OC)c(C(F)(F)F)c1 (centres undefined)
20	-7.1	-6.3	-12.2	-5.4	-1.8	-0.9	-0.8	8.5	-5.8	2.0	CN(C)C(CNC(=O)c1ccc(NS(=O)(=O)c2ccc(F)c(F)c2)cc1)c1ccccc1 (centres undefined)

# 3 of the entries above in order of the HTRA1 inhibitor value, ascending.
item	canonical_smiles	SIAE primary	ABHD4 inh	TDP2 inh	HTRA1 inhibitor	PG9 binder	PRMT1 FP inh	UHRF1 MBD2 ctr	TCR CD3 inh	DDE Tn7 FP inh	LEDGF integ inh
20	CN(C)C(CNC(=O)c1ccc(NS(=O)(=O)c2ccc(F)c(F)c2)cc1)c1ccccc1 (centres undefined)	-7.1	-6.3	-12.2	-5.4	-1.8	-0.9	-0.8	8.5	-5.8	2.0
16	Nc1cc(=O)nc(SCC(=O)N2CCN(c3ccccc3)CC2)n1-c1ccccc1	3.0	-2.9	6.4	0.6	0.2	-1.4	0.6	2.6	-1.7	-0.3
15	CCCn1c(N)c(N2CCCCC2)c(=O)n(CC(=O)Nc2ccccc2C)c1=O	1.2	2.0	0.7	2.0	1.6	-1.5	-1.3	4.6	-2.2	-1.4

# Next section.
no.	SIAE primary	ABHD4 inh	TDP2 inh	HTRA1 inhibitor	PG9 binder	PRMT1 FP inh	UHRF1 MBD2 ctr	TCR CD3 inh	DDE Tn7 FP inh	LEDGF integ inh	smiles
21	6.3	-5.2	-0.3	-10.1	0.9	-2.8	0.3	0.3	-3.1	0.4	O=C(c1cccs1)N1CCN(C(=O)C(c2ccccc2)c2ccccc2)CC1
22	4.7	2.2	6.9	1.1	-1.0	-4.4	-3.1	2.2	11.8	-1.5	CCN(CCNC(=O)CN1CCN(Cc2ccc(Cl)cc2)C1=O)c1ccccc1
23	-3.5	-12.2	-3.2	.	-0.6	-0.8	-1.7	5.3	-7.3	4.3	OC(c1cc(F)cc(Cl)c1)c1ncc(-c2ccccc2C(F)(F)F)[nH]1 (centres undefined)
24	14.5	8.3	6.4	1.8	-0.7	-0.9	-0.9	7.6	-3.9	0.4	CCC1CCCCN1C(=O)c1ccc(OC)c(OC2CCN(C(C)=O)CC2)c1 (centres undefined)

# One compound at a time (already shown). Order of screens: SIAE primary	ABHD4 inh	TDP2 inh	HTRA1 inhibitor	PG9 binder	PRMT1 FP inh	UHRF1 MBD2 ctr	TCR CD3 inh	DDE Tn7 FP inh	LEDGF integ inh
# Record of `O=C(COc1ccccc1Cl)NCCC1=CCCCC1` → -6.8	0.3	-3.6	-4.0	-0.4	3.2	-1.8	8.1	1.4	2.2
# Record of `CCOc1cc(/C=C2/SC(=O)N(CC(=O)N3CCc4ccccc4C3)C2=O)ccc1OCC(=O)O` → -51.0	-16.9	-7.2	-9.9	-2.6	0.4	-4.6	0.2	12.0	0.9
# Record of `CC(C)C[C@H]1CNC(=O)C(=O)N1CC1CCN(CC2CCC(C(C)(C)C)CC2)CC1` (some centres undefined) → 0.7	1.6	-10.0	6.9	1.0	-5.3	4.3	-6.6	-5.7	2.0
# Record of `COc1ccccc1C(C)NC(=O)c1ccc(S(=O)(=O)NCc2ccco2)cc1` (centres undefined) → 8.4	2.7	-6.3	2.8	2.8	2.3	-1.3	-8.9	2.4	-3.8
# Record of `CCCCNC(=O)C1(C)CCN1C(=O)c1ccc(OC)c(C(F)(F)F)c1` (centres undefined) → -0.9	-5.7	4.5	.	0.8	4.4	2.9	-7.9	-1.7	4.3

# Screening results as filed in PubChem.
